Compound activity as filed in PubChem.
H9c2 TAG inh = triacylglycerol accumulation inhibition; inhibition, % at 12.5 µM; H9c2 cells, Nile Red lipid (TAG) fluorescence; cells loaded with 200 µM oleic acid; AID 651582; 0.66% of 230,000 active;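 active = pattern-corrected inhibition of lipid staining of at least 50% with the nuclear-stain viability signal not falling by more than 50%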;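 also: 0% = DMSO wells and 100% = triacsin C control wells; some results filed as inactive read as strong as hits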
H9c2 TAG inh DAPI viability = also measured in H9c2 TAG inh; calls as there; DAPI nuclei signal change (viability), lower = more cytotoxic, %;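 whole-well DAPI fluorescence read on a plate reader as a viability signal; minus 50 percent equals half of cells still viable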
Numbers without * were called inactive.

SMILES	H9c2 TAG inh	H9c2 TAG inh DAPI viability
CN(CC(=O)Nc1cccc2ccccc12)C(=O)c1ccc(NC(=O)CC#N)cc1	-4	6
CCC(c1nnnn1Cc1ccc2c(c1)OCO2)N1CCN(CC)CC1 (configuration not stated)	10	-3
COc1ccc(N2CC(C(=O)N/N=C/c3cc([N+](=O)[O-])ccc3O)CC2=O)cc1 (configuration not stated)	-18	-11
Cc1ccc(-c2nc3ncccn3c2Nc2ccc3c(c2)OCO3)o1	-40	9
Cc1ccccc1-c1cc(C(=O)NCc2cccc(Br)c2)n(CC2CC(c3cccnc3)=NO2)n1 (configuration not stated)	22	-25
CC1(Oc2cccnc2Cl)CCN(Cc2ccc(OC(F)(F)F)cc2)C1 (configuration not stated)	-16	28
N#CCC(=N)N1CCN(c2ccccc2Cl)CC1	4	0
Nc1nc(-c2ccc(F)cc2)cc(C(F)(F)F)n1	12	-30
CCCC(=O)N1CCC1(C)C(=O)NS(=O)(=O)c1ccc(OC)cc1 (configuration not stated)	6	4
CC(C)(C)OC(=O)C(C)(C)Sc1nnc(N)s1	-3	0

Whole records from above. Screens in order: H9c2 TAG inh | H9c2 TAG inh DAPI viability
CN(CC(=O)Nc1cccc2ccccc12)C(=O)c1ccc(NC(=O)CC#N)cc1 reads -4 | 6
Cc1ccccc1-c1cc(C(=O)NCc2cccc(Br)c2)n(CC2CC(c3cccnc3)=NO2)n1 (configuration not stated) reads 22 | -25
CCC(c1nnnn1Cc1ccc2c(c1)OCO2)N1CCN(CC)CC1 (configuration not stated) reads 10 | -3

3 entries from above, with two lines to a compound.
Each structure is followed by: H9c2 TAG inh, H9c2 TAG inh DAPI viability
Cc1ccccc1-c1cc(C(=O)NCc2cccc(Br)c2)n(CC2CC(c3cccnc3)=NO2)n1 (configuration not stated)
  22, -25
CC(C)(C)OC(=O)C(C)(C)Sc1nnc(N)s1
  -3, 0
Cc1ccc(-c2nc3ncccn3c2Nc2ccc3c(c2)OCO3)o1
  -40, 9

(continued)
SMILES	H9c2 TAG inh	H9c2 TAG inh DAPI viability
CCc1ccc(NC(=O)CN2C(=O)CSC2=O)cc1	-2	1
COc1ccc(CC(CC(=O)O)C(=O)Nc2ccc(OC)cc2)cc1 (configuration not stated)	-6	-1
Cc1ccc(NC(=O)c2ccccn2)cc1S(=O)(=O)N1CCOCC1	7	-9
Clc1ccccc1C1SCC2Nc3ccccc3CN21 (configuration not stated)	-7	-5
O=C(CCCOc1ccc(Cl)cc1Cl)NCc1ccncc1	10	3
CCn1ccc2cc(OC)ccc2c1=S	-5	6
COc1cc2c(=O)n(CCCC(=O)NCC3CCCO3)c(=O)n(CC(=O)c3ccc(F)cc3)c2cc1OC (configuration not stated)	2	3
c1ccc(COc2cccc(-c3cc4nc(NCCN5CCOCC5)ccn4n3)c2)cc1	-14	66
COc1ccc(CNC(=O)C[C@H]2C(=O)N(c3ccccc3)C[C@@H]2Cc2ccccc2)cc1	7	-2
Cc1cnc(C(=O)OCc2nc3ccccc3o2)cn1	17	0
CC(=O)OC1CC2(C)C(CCC2(O)C(C)=O)C2CCC3C(Cl)C(=O)CCC3(C)C12 (configuration not stated)	-2	5
Cc1ccc(NC(=O)C2CCCNC2=O)nc1 (configuration not stated)	-8	13
CN1/C(=C\C=Nc2cc(S(=O)(=O)N3CCOCC3)ccc2N2CCOCC2)C(C)(C)c2ccccc21	-19	24
CN(CC(=O)O)c1ccc(C(F)(F)F)cc1[N+](=O)[O-]	-1	-4
Cc1ccn(CC(=O)NC2CCCN(Cc3ccc(CC(C)C)cc3)C2)n1 (configuration not stated)	-1	2
CCOC(=O)CNC(=O)CSc1nnc(NC(=O)c2ccccc2Cl)s1	1	-2
COc1cc(C(O)c2nc(-c3cccc4cccnc34)cs2)ccc1F (configuration not stated)	12	-5
COC(=O)[C@@]1(Cc2ccccc2)C=C[C@@H](C)N1C(C)=O	5	-8
O=C(NCc1cccnc1)NC(C(F)(F)F)C(F)(F)F	-1	13
Cc1ccc(NC(=O)C(c2ccccc2)N2CCN(C(=O)c3ccco3)CC2)cc1Cl (configuration not stated)	-26	-4
O=C(N/N=C/c1cc([N+](=O)[O-])ccc1O)c1ccc(COc2ccc3c(c2)CCC3)o1	17	-6
Nc1ccc(S(=O)(=O)Nc2nc(-c3ccccc3)cc(-c3ccccc3O)n2)cc1	-6	-5
COCc1cc(C)n(CC(=O)Nc2ccc(N3CCOCC3)cc2)c(=O)c1C#N	-11	4
COc1ccc(N2CC(C(=O)OCC(=O)c3ccccc3)CC2=O)cc1 (configuration not stated)	0	-1
Cn1nc2sc3ccccc3n2c(=O)c1=O	6	0
COc1ccccc1N1CCN(/N=C/c2ccc(O)cc2O)CC1	2	-2
Cc1cccc(NCc2ccccc2)c1	3	0
Cc1cc(OCC(=O)NC2CCN(C)CC2)ccc1[N+](=O)[O-]	-4	2
O=C(C1CCCN1S(=O)(=O)c1cccc2cccnc12)N1CCN(c2ccccc2)CC1 (configuration not stated)	-5	6
Clc1ccc(-c2c[nH]c3ccccc23)nn1	-1	13
Cc1ccc(NC(=O)OC(C)CNC(=O)Oc2cccc(C)c2)cc1 (configuration not stated)	-4	4
O=C1CCCN1CC(=O)N1CCCC(N2CCN(c3cccc(Cl)c3)CC2)C1 (configuration not stated)	-17	3
c1cc2c(cnc3cscc32)s1	-1	2
COc1ccc2oc(C(=O)Nc3ccccc3N3CCOCC3)c(C)c2c1	-23	6
O=C(NCc1ccncc1)c1ccc(-c2ccc(F)c(F)c2)c2ccoc12	-32	-7
O=C(Nc1ccccc1N1CCOCC1)c1csc2c1CCCC2	1	-9
CCNC(=O)C1CCCN(C(=O)c2ccccc2F)CC1 (configuration not stated)	2	5
Cc1ccc(NC(=O)C2CCN(S(=O)(=O)c3cccc4cccnc34)CC2)nc1	4	-8
CCOc1cc(/C=C2\C(=O)N(c3nc(-c4ccc(Br)cc4)cs3)N=C2c2ccccc2)ccc1O	-13	4
Cc1ccc(/C=C2/CNC/C(=C/c3ccc(C)cc3)C2=O)cc1	-5	5
Cc1ccc(C)n1-c1ccc(C(=O)/C=C/N(C)C)cc1	9	-8
COc1ccc(CC(=O)N2CCCC(C)C2)cc1 (configuration not stated)	-6	0
Cc1cc(NS(=O)(=O)c2ccc(-c3ccccc3)cc2)no1	13	0
O=C(NC1=NCCS1)C1CCCCC1	4	-9
Cc1cc(C)cc(C(=O)NCC(=O)OCC(=O)Nc2cccnc2Cl)c1	0	7
C/C(=N\NC(=O)Cc1cccn1C)c1cccs1	-3	13
O=C(OCC(=O)N1CCN(c2ccccc2)CC1)c1cc(Br)ccc1Cl	-27	-7
O=C(NCCCCCCCN1CCCCCCC1)C(C1CCCCC1)C1CCCCC1	70*	-31*
N#Cc1c(N)oc(-c2cccs2)c1-c1cccs1	-8	6
CC1(C(=O)NS(=O)(=O)c2ccc(C#N)cc2)CCN1C(=O)Cc1ccc(-c2ccccc2)cc1 (configuration not stated)	16	-2

(next part)
SMILES	H9c2 TAG inh	H9c2 TAG inh DAPI viability
CC(C)(C)OC(=O)NCCCC[C@H](NC(=O)c1nc[nH]c1C(=O)NCC(=O)OCc1ccccc1)C(=O)OC(C)(C)C	5	-5
CCc1ccnc(NC(=O)NS(=O)(=O)c2ccc(C)cc2)c1	0	-2
COc1ccc(OCCC(=O)OCC(=O)NC2CCCCC2)cc1	7	-6
O=C(c1ccc(C(F)(F)F)cc1)N1CCC(=O)N(C(COCc2ccc(C(F)(F)F)cc2)Cc2ccccc2)CC1 (configuration not stated)	26	-13
COc1cccc(OC)c1NC(=O)NC(=O)c1c(OC)c(Br)cc([N+](=O)[O-])c1OC	-4	1
CC1(C)CC(=O)C(C(N)=NC(=O)c2ccc([N+](=O)[O-])cc2)=C(O)C1	3	-7
CCc1nnc(NC(=O)CSc2nnc(CSc3nc(C)cc(C)n3)n2C)s1	-9	9
O=C(Nc1ccc(Br)cc1F)C1CCCO1 (configuration not stated)	-14	10
O=C(O)CCNS(=O)(=O)c1cccc2nsnc12	-37	-3
O=C(O)C(c1ccccc1)C(O)C1CCCC1 (configuration not stated)	2	7
COc1ccc(NC(=O)CN(C)C(=O)Cn2c(=O)oc3ccccc32)cc1	6	3
Cc1cccc(C(=O)O/N=C2\CCSc3ccc(C)cc32)c1	-11	-2
CN(C)CCCN(C(=O)COc1ccccc1)c1nc2c(Cl)cccc2s1	15	-1
O=C(Nc1ccc2oc(-c3cccc4ccccc34)nc2c1)c1ncn[nH]1	-17	11
Cc1sc(-c2ccncc2)nc1OC(=O)c1cc(Cl)cc(Cl)c1	-15	9
CCCn1ccnc1SCC(=O)Nc1c(C)n(C)n(-c2ccccc2)c1=O	5	0
COc1ccccc1Nc1ncccc1[N+](=O)[O-]	-6	13
CN(C(=O)CSc1nc2ccccc2c(=O)n1-c1ccccc1F)C1CCS(=O)(=O)C1 (configuration not stated)	-22	2
CC(=O)c1cnc2nc(SCc3ccc(Cl)cc3)nn2c1C	7	-6
O=C(Cc1ccccc1)NCCc1cn2ccsc2n1	0	-1
Cc1ccc(S(=O)(=O)CCN2CCN(c3ccccn3)CC2)cc1	-3	-11
CNC(=O)c1ccc(-c2cc(C(F)(F)F)nn2C)s1	3	1
CC(CNC(=O)c1ccc(-c2ccccc2)cc1)CN(C)C (configuration not stated)	31	-15
O=C(Nc1cc(C(F)(F)F)ccc1N1CCOCC1)c1ccccc1F	9	0
COc1ccc(CCNC(=O)COC(=O)Cc2ccc(OC)cc2)cc1	10	-8
Cc1ccc2nc(-c3cc(N)cc(N)c3)oc2c1	12	8
CC(=O)Nc1ccc(S(=O)(=O)N2CCNC(=O)C2)cc1	-23	3
CCOc1ccccc1NC(=O)NCc1ccco1	-9	13
O=C(N/N=C1\CCS(=O)(=O)c2ccc(F)cc21)c1ccc([N+](=O)[O-])cc1	12	-7
O=C(OCc1nnc(-c2ccc(Br)cc2)o1)c1cncc(Br)c1	14	5
CCC(c1nnc(SCC(=O)NNC(=O)c2ccccc2)n1Cc1ccccc1)N(C)C (configuration not stated)	-11	3
C=CCc1cccc(C2Nc3ccccc3C(=O)N2O)c1O (configuration not stated)	-5	0
COc1cccc(C(=O)N2CCN(Cc3ccccc3Br)CC2)c1	-2	2
O=C(CSc1ccc(-c2ccc(F)cc2)nn1)NCc1ccco1	26	-17
Cc1nn(-c2ccccc2)c(C)c1C=O	17	-16
Cc1ccc(OCC(=O)c2ccc3c(c2)CCCC3)cc1C	0	4
COc1ccc(C(CNC(=O)c2cc3c(s2)CCCC3)N2CCOCC2)cc1 (configuration not stated)	15	-11
c1ccc(CC2CCN(Cc3ccccn3)CC2)cc1	12	-1
CCOC(=O)OCC(=O)C1(O)CCC2C3CCC4=CC(=O)CCC4(C)C3C(O)CC21C (configuration not stated)	29	13
Cc1ccc(S(=O)(=O)N2C[C@@H]3c4ccccc4N(S(=O)(=O)c4ccc(C)cc4)[C@@H]3[C@@H](C)C2CC(=O)c2ccccc2)cc1 (some centres not stated)	27	-11
Cc1cc(NC(=O)c2cc(-c3cccc(OCC(C)C)c3)nc3ccccc23)no1	29	10
COc1ccc(S(=O)(=O)N2CCOC2CNC(=O)C(=O)NCCCc2ccccc2)cc1 (configuration not stated)	-5	-13
CCN(CC)C(=O)C1=C(C)N(CCCOC)C(=O)C(CC(=O)NCc2cccs2)C1 (configuration not stated)	5	-5
Nc1nc(Br)c2ccccc2c1-c1ccccc1	8	-1
COc1ccc(NC(=O)N(C)C[C@H]2OCCCC[C@H](C)Oc3ccc(NS(=O)(=O)c4cn(C)cn4)cc3C(=O)N([C@H](C)CO)C[C@@H]2C)cc1	-11	-2
Oc1ccc2ccccc2c1C=NCc1ccccc1	0	6
Cc1ccccc1NC(=O)C1C2CCC(O2)C1C(=O)O (configuration not stated)	-4	12
CSc1nnc(C(C)(C)C)c(=O)n1/N=C/c1ccc(Cl)cc1	-5	-3
CNC(=O)CCCCCNS(=O)(=O)c1ccc(C)cc1	-4	-1
CCc1cc(C(=O)N(CC(C)C)c2c(N)n(Cc3ccccc3)c(=O)[nH]c2=O)sc1C	-7	3

The results go on.
SMILES	H9c2 TAG inh	H9c2 TAG inh DAPI viability
CC(OC(=O)CCC(=O)c1ccc(Cl)s1)C(=O)NC1(C#N)CCCCC1 (configuration not stated)	7	2
O=C(NCC1CCCO1)c1cc(-c2ccncc2)nc2ccccc12 (configuration not stated)	0	0
CN(c1ncnc(N)c1[N+](=O)[O-])C1CCS(=O)(=O)C1 (configuration not stated)	-12	2
Nc1ncnc2c1ncn2C1OC(CO)C(O)C1O (configuration not stated)	5	-4
COc1ccc(NC(=O)c2ccc(NC(=O)c3cccs3)cc2)cc1	8	13
Cc1ccc(-n2c(=O)cc(N3CCN(C(=O)c4ccco4)CC3)[nH]c2=O)cc1	3	-6
COc1ccc(/C=C/c2c([N+](=O)[O-])c(=O)n(C)c(=O)n2C)c(OC)c1	3	1
CCOc1cc2ccccc2cc1C(=O)Nc1ccccn1	3	5
O=S(=O)(NC1CCCCC1Oc1ccccc1)c1ccccc1 (configuration not stated)	-13	6
COc1ccc(Cl)cc1-n1c(C)ccc1C	-3	1

Compounds shown so far that contain a tert-butyl group:
SMILES	H9c2 TAG inh	H9c2 TAG inh DAPI viability
CC(C)(C)OC(=O)C(C)(C)Sc1nnc(N)s1	-3	0
CC(C)(C)OC(=O)NCCCC[C@H](NC(=O)c1nc[nH]c1C(=O)NCC(=O)OCc1ccccc1)C(=O)OC(C)(C)C	5	-5
CSc1nnc(C(C)(C)C)c(=O)n1/N=C/c1ccc(Cl)cc1	-5	-3

Part of the list above in order of molecular weight, falling.
SMILES	H9c2 TAG inh	H9c2 TAG inh DAPI viability
O=C(NCC1CCCO1)c1cc(-c2ccncc2)nc2ccccc12 (configuration not stated)	0	0
CCOc1cc2ccccc2cc1C(=O)Nc1ccccn1	3	5
CN(c1ncnc(N)c1[N+](=O)[O-])C1CCS(=O)(=O)C1 (configuration not stated)	-12	2

A portion of the library; the hit share may differ from the screen's.
